# Screening data deposited in PubChem BioAssay by several laboratories.
# AGP1 TOR yeast: modulators of AGP1-GFP expression in yeast TOR pathway, primary screen, cell-based, multiplex flow cytometry, S. cerevisiae, MLPCN library; AID 2066, 2009; 320,000 compounds, 0.02% hits; 3 h; GFP as percent of DMSO wells; GFP response vs DMSO, % at 10 µM;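 active = GFP response relative to DMSO above a set limit, near screen average plus 3 SD, cut at about 150% in these data; inconclusive = fewer than 70 cells counted for the yeast strain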;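 also: median GFP channel fluorescence of the gated AGP1 strain per well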
# LAP4 TOR yeast: modulators of LAP4-GFP expression in yeast, primary screen, S. cerevisiae, multiplex flow cytometry, MLPCN library; 3 h; median GFP as percent of DMSO wells; GFP response vs DMSO, % at 10 µM; 320,000 compounds, 0.34% hits; AID 2023, 2009;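 active = GFP response vs DMSO above a set limit, about the screen mean plus 3 SD, cut at about 150% in these data; inconclusive = under 70 cell events counted for the yeast strain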
# MEP2-GFP yeast: modulators of MEP2-GFP levels in yeast, primary screen, S. cerevisiae, multiplex flow cytometry, MLPCN library. S. cerevisiae MEP2-GFP strain, 3 h; 100% = DMSO control level. 330,000 compounds, 0.51% hits. GFP response vs DMSO, % at 10 µM;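 active = GFP response versus DMSO above a set limit, roughly screen mean plus 3 SD, cut at about 180% in these data; inconclusive = fewer than 70 cells counted for a yeast strain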;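 also: median GFP fluorescence of the barcode-gated MEP2-GFP cells per well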
# CIT2-GFP yeast: modulators of CIT2-GFP expression in yeast, primary screen, S. cerevisiae, GFP fusion, multiplex flow cytometry, MLPCN library; S. cerevisiae CIT2-GFP strain, 3 h; 100 means same as DMSO wells; GFP response vs DMSO, % at 10 µM; 320,000 compounds, 0.065% hits; AID 2029, 2009;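 active = GFP response relative to DMSO above a set limit, near the screen mean plus 3 SD, cut at about 150% in these data; inconclusive = Fewer than 70 cells measured for a yeast strain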;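 also: ratio of well median GFP fluorescence to mean of DMSO wells on the plate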
# VLA-4 inh: inhibition in human VLA-4 binding assay, primary screen, VLA-4 allosteric modulator project, MLPCN library, flow cytometry, VLA-4 expressing cells | ligand binding flow cytometry | inhibition, % (about 7 µM as worked out from the volumes in the protocol) | 330,000 compounds, 0.2% hits; in the data active = inhibition above about 50%
# Target sequence (P13612 whole entry, looked up): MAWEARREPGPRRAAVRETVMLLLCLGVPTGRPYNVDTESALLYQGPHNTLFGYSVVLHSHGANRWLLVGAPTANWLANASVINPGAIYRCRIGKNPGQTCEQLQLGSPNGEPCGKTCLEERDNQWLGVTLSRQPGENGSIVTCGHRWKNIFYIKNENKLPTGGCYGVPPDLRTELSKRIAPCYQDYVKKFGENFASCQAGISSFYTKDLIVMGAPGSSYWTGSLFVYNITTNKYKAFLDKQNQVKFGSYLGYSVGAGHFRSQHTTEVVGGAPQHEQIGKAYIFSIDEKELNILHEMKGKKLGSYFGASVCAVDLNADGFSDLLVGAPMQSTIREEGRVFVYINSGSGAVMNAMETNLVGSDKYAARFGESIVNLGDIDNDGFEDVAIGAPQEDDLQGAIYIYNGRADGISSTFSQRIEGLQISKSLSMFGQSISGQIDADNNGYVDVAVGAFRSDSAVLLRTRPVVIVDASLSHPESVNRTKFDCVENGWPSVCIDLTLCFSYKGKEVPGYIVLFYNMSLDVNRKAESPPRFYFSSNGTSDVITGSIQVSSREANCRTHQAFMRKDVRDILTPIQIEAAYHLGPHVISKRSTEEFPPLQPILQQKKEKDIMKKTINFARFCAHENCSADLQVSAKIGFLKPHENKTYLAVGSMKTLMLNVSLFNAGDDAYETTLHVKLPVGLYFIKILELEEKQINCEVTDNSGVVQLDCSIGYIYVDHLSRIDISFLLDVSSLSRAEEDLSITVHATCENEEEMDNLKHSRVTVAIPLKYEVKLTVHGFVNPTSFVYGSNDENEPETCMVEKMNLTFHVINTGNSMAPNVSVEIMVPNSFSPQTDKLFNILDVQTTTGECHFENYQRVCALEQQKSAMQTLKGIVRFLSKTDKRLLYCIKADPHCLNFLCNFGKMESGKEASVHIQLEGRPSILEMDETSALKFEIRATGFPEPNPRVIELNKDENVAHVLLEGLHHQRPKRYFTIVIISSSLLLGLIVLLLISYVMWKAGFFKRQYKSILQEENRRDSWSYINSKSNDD
# GRK2 aptamer HTS: compounds blocking aptamer binding on GRK2 – biochemical, human GRK2, bead flow cytometry, HTS, primary screen | Beta-adrenergic receptor kinase 1 (Homo sapiens), P25098 | FAM-aptamer displacement from GRK2 | inhibition of aptamer binding, % at 10 µM | 330,000 compounds, 0.59% hits;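 active = inhibition of aptamer binding above 40%, roughly 3 SD of noise, on plates passing a quality check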;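 also: median bead fluorescence of bound FAM aptamer so fluorescent compounds give negative values; no value below 0 was filed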
# GASC-1 inh: inhibitors of GASC-1 histone demethylase, primary screen, biochemical, fluorescence, DELFIA europium. AID 2099, 2009. inhibition, % at 2.35 µM. 330,000 compounds, 0.069% hits. GST-JMJD2C(1-420) H3K9me3 demethylation. Lysine-specific demethylase 4C (Homo sapiens), Q9H3R0;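 active = more than half of a compound's replicate wells show inhibition beyond 50%, single wells judged on their own value; inconclusive = some, but no more than half, of replicates pass 50% inhibition; inactive = no replicate passes 50% inhibition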;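 also: signal counts dimethyl H3K9 product captured on neutravidin plate; 0% = median of DMSO wells and 100% = 0.3 times that DMSO median; strong numbers were not always called active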
# RPL19A TOR yeast: RPL19A-GFP expression modulators in yeast, primary screen, cell-based, S. cerevisiae, multiplex flow cytometry, MLPCN; S. cerevisiae RPL19A-GFP strain, 3 h; active compounds read low; AID 2025, 2009; percent response vs DMSO, % at 10 µM; 330,000 compounds, 0.3% hits;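 active = percent response vs DMSO below 50%; inconclusive = fewer than 70 events counted for the yeast strain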;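 also: median channel GFP fluorescence of the barcoded RPL19A-GFP strain; ratio of sample median GFP to plate DMSO average so 100% = DMSO; lower means less RPL19A-GFP as with rapamycin TOR inhibition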
# Active calls of the source: *; ? = inconclusive; · = not tested or not shown; & = joins results of further samples; [ ] = dose if it differs, or a comment.
compound	AGP1 TOR yeast	LAP4 TOR yeast	MEP2-GFP yeast	CIT2-GFP yeast	VLA-4 inh	GRK2 aptamer HTS	GASC-1 inh	RPL19A TOR yeast
COc1ccc(C2SCC(=O)N2c2ccc(OC)cc2)cc1 (stereo not drawn)	97.3	100.3	101.3	99.0	17.1	2.0	-7.7	98.7
COC(=O)c1cc(NS(=O)(=O)c2ccc(C)c3ccccc23)ccc1N1CCOCC1	108.9	109.4	105.9	102.0	-1.2	2.0	2.0	97.3
COc1ccc(Cl)cc1-c1nc(-c2ccncc2)no1	?	?	?	?	-0.4	0.0	24.3	·
O=C(CN1N=C(c2ccccc2)CCC1=O)NCc1ccco1	117.2	110.4	124.8	105.1	2.3	1.0	2.5	108.2
COC(=O)NNC(=O)C1CCC(C)CC1 (stereo not drawn)	99.1	90.2	100.9	95.2	12.2	0.0	14.8	102.9
COc1ccccc1N1CCN(S(=O)(=O)c2ccccc2)CC1	99.4	102.0	100.1	98.9	2.5	0.0	10.3	99.2
CCCn1c(N2CCN(C(=O)Nc3ccccc3)CC2)nc2ccccc21	103.3	90.3	95.5	97.5	37.0	0.0	-2.4	99.5
CCOc1ccc(S(=O)(=O)NCCC(=O)NCC(c2ccc(F)cc2)N2CCOCC2)cc1 (stereo not drawn)	105.8	109.8	98.7	102.6	23.6	0.0	-0.7	96.0
O=C1OCCC/C1=C\c1ccc2c(c1)OCO2	100.1	98.1	101.7	102.8	2.2	2.0	-3.1	101.0
Cc1cc(NC(=O)c2ccccc2)sc1C	92.8	·	97.5	96.4	-4.0	1.0	-1.3	98.1
Cc1c(C)c2ccc(OC(C)C(=O)N[C@@H](Cc3c[nH]c4ccccc34)C(=O)O)c(C)c2oc1=O (stereo partly drawn)	106.8	109.5	103.9	109.7	10.1	0.0	-13.6	103.0
COC(=O)Cn1cc([N+](=O)[O-])nc1C	96.0	84.9	100.0	100.4	-11.9	1.0	0.5	99.2
COc1ccc(Br)cc1/C=C/C(=O)Nc1ccc2ccccc2c1	102.9	96.1	96.0	93.2	4.4	4.0	3.0	99.1
O=C1NC(Cc2ccccc2)c2nc3ccc(F)cc3c(=O)n2-c2ccccc21 (stereo not drawn)	99.9	94.8	96.9	99.7	9.3	0.0	5.5	101.1
OCC[C@@H]1C[C@@H](O)[C@H](O)[C@@]2(Cc3ccccc3CCO2)O1	94.7	89.4	102.0	99.4	15.9	1.0	-1.8	95.7
COc1cccc(CN2C(=O)C3(C(C#N)=C(N)OC4=C3C(=O)CCC4)c3ccccc32)c1 (stereo not drawn)	104.7	90.6	101.0	98.5	19.1	1.0	-3.2	98.0
C[C@@H](CSc1ccccc1)CN1CC[C@H](O)CCC1=O	75.2	107.4	85.2	70.4	18.2	0.0	5.1	89.9
COCc1cc(CN(C)C(=O)C2CCC(=O)N(Cc3cccc(OC)c3)C2)[nH]n1 (stereo not drawn)	97.0	96.3	97.9	96.9	-98.4	4.0	-14.0	98.0
CCOC(=O)C1CCN(c2cc3c(cc2NC(=O)c2ccccc2OCC)n(C)c(=O)n3C)CC1	89.5	92.8	93.6	87.8	-8.4	1.0	-6.9	93.2
COc1ccc(Cn2cc3c(-c4ccc(F)cc4)nnc-3c3cc(OC)c(OC)cc32)cc1	105.0	95.0	105.8	103.2	-25.6	0.0	0.1	98.1
O=C(Nc1cc(S(=O)(=O)N2CCCCC2)ccc1Cl)C1=NN(c2ccccc2)C(=O)CC1	98.8	96.3	96.4	95.5	-124.9	9.0	-5.2	98.0
Cc1cc(C)cc(C(=O)NC(CC(N)=O)c2ccc(N3CCN(C)CC3)c([N+](=O)[O-])c2)c1 (stereo not drawn)	86.0	110.3	90.0	79.1	0.7	0.0	3.7	94.3
O=C(CSc1nnc(-c2ccc(F)cc2)n1CC1CCCO1)NCc1ccco1 (stereo not drawn)	94.1	96.2	92.7	90.2	0.0	0.0	1.2	95.0
Cc1nc(NC(=O)c2cccc(Cl)c2)sc1C(=O)N1CCCCC1	96.1	93.8	102.2	85.9	5.7	0.0	-3.6	106.4
Cc1c(NC(=O)C(C)Oc2ccc(Br)cc2Cl)c(=O)n(-c2ccccc2)n1C (stereo not drawn)	99.3	95.2	91.9	89.9	-7.2	1.0	3.5	91.5
Oc1cccc(Nc2ncnc3c2oc2ccccc23)c1	98.5	118.5	104.7	96.1	6.2	0.0	-12.0	103.7
COc1cc(C(=O)Nc2ccccc2N2CCOCC2)ccc1OCC(=O)N1CCOCC1	103.8	102.3	100.7	96.6	9.2	35.0	-6.9	96.7
CC(C)(C)n1nnnc1CN1CCN2CCCC2C1 (stereo not drawn)	98.2	105.2	99.4	102.6	8.6	2.0	1.5	99.3
Cc1onc(C(=O)N2CCN(Cc3ccccc3)CC2)c1[N+](=O)[O-]	103.9	100.4	106.3	96.7	5.6	0.0	-1.2	99.9
COC/C=C/C1=CC2=CC(=O)C(C)(OC(=O)C3CCCC3)C(=O)C2=CO1 (stereo not drawn)	8.3[may fluoresce violet]	166.8*[may fluoresce violet]	175.2*[may fluoresce violet]	?	-4.8	4.0	14.7	83.0[may fluoresce violet]
COc1ccc(N2C(=O)CCC(C(=O)O)C2c2ccc(OC)c(OC)c2)cc1 (stereo not drawn)	93.8	88.7	93.2	95.4	3.1	0.0	5.2	91.2
Cc1ccc(NC(=O)CC(=O)NCCN2CCOCC2)cc1	101.4	94.9	96.7	94.8	2.4	0.0	5.2	96.1
O=C(/C=C/c1ccc([N+](=O)[O-])cc1)OCC(=O)N1c2ccccc2Sc2ccccc21	99.4	91.9	97.4	105.7	-4.3	1.0	-8.8	108.2
CS(=O)(=O)N(CC(=O)NCc1cccnc1)Cc1ccc(Cl)cc1	92.5	90.8	89.0	·	7.9	1.0	15.4	99.8
CCN(CC)CC(=O)c1c[nH]c2ccc(OC)cc12	110.5	99.0	104.5	96.8	3.9	0.0	7.1	105.4
CCCC(=O)Nc1nc2c(s1)COc1ccccc1-2	102.5	97.8	99.8	97.5	9.0	0.0	-17.5	110.6
COc1ccccc1/C=C/C(=O)NCc1ccccn1	106.3	99.7	105.2	100.9	-5.6	0.0	10.4	103.8
C/C(=N/NC(=O)c1ccc2c(c1)OCCO2)c1ccc([N+](=O)[O-])cc1	106.9	108.4	105.9	108.7	14.5	0.0	-0.6	102.0
Cc1ccc(NS(=O)(=O)N(C)C)cc1	94.9	94.4	100.8	97.4	0.7	2.0	-6.7	94.2
COc1ccc(NC(=O)C2CC(=O)OC23CCOC(C)(C)C3)cc1 (stereo not drawn)	110.9	107.4	102.6	109.6	1.6	4.0	-7.1	108.6
Cc1ccc(N=C(N(C)C)P(=O)(N(C)C)N(C)C)c(C)c1	100.2	107.7	101.2	98.0	2.4	2.0	-9.5	97.8
Cc1ccc(Cl)c2sc(NC(=O)C3=COCCO3)nc12	87.2	96.5	110.9	110.8	-4.3	2.0	5.9	96.9
COc1ccccc1CNC(=O)CCNS(=O)(=O)c1cccc2nsnc12	96.2	93.5	102.7	95.6	7.7	3.0	-9.3	98.2
O=c1c(-c2ccc(O)cc2)coc2cc(OC3OC(CO)C(O)C(O)C3O)ccc12 (stereo not drawn)	91.2	101.6	90.0	86.8	3.1	0.0	5.1	105.7
Cc1cc(C(=O)OC(C(=O)Nc2ccc(C)c(Cl)c2)c2ccccc2)c(C)o1 (stereo not drawn)	23.8[may fluoresce violet]	97.7[may fluoresce violet]	148.3[may fluoresce violet]	?	-4.5	4.0	13.1	62.8[may fluoresce violet]
CN(C(=O)CSc1ncn[nH]1)C1(C#N)CCCCC1	97.5	92.7	95.3	96.8	8.7	0.0	-5.5	98.5
CCOc1ccc(CN(CCO)CCO)cc1[N+](=O)[O-]	108.7	101.8	109.7	109.6	90.3*	0.0	-10.6	103.5
O=C(c1cccc(S(=O)(=O)N2CCOCC2)c1)N1CCCC1	100.6	101.8	98.2	103.1	21.3	1.0	-7.5	98.9
Cc1cc(=O)n2nc(N3CCCC3C(=O)Nc3ccc(C(C)C)cc3)sc2n1 (stereo not drawn)	94.6	117.9	104.7	102.3	-20.6	0.0	31.8	101.9
Cc1c(Cl)cccc1-n1c(SCC(=O)N2CCC(C(=O)O)CC2)nnc1-c1ccncc1	86.8	100.2	66.7	93.8	7.0	0.0	7.4	95.2
COc1cccc(CN2CCN(CCc3ccccc3)C(CCO)C2)c1OC (stereo not drawn)	103.9	109.4	99.6	98.8	2.8	4.0	0.8	105.7
COc1ccccc1CN(Cc1cc2cc(C)ccc2[nH]c1=O)Cc1nnnn1CC1CCCO1 (stereo not drawn)	106.2	108.3	106.9	103.8	19.7	3.0	-15.5&0.7	107.3
O=[N+]([O-])c1cc([N+](=O)[O-])c2nonc2c1Nc1ccc(O)cc1	93.4	84.5	98.3	93.1	-2.1	0.0	5.4	101.4
COc1cccc(-c2nnc(SCC(=O)NCc3ccc4c(c3)OCO4)n2Cc2ccco2)c1	103.5	94.1	102.6	97.8	10.3	0.0	-0.5	102.3
O=C(Nc1ccccc1N1CCOCC1)C1CCN(S(=O)(=O)c2ccccc2F)CC1	94.2	83.3	99.2	102.5	7.6	5.0	-3.3	103.9
Cc1ccc(C(=O)NN2C(=O)C3C4C=CC([C@@H]3C2=O)C42CC2)cc1 (stereo partly drawn)	109.0	103.9	96.3	109.4	15.9	0.0	1.0	101.0
CCOc1ccc(C2C(C#N)=C(N)Oc3cc(C)n(Cc4ccco4)c(=O)c32)cc1OC (stereo not drawn)	106.7	97.5	99.0	103.9	-1.7	0.0	-4.6	94.4
COc1ccccc1OCC(=O)Nc1ccc2c(c1)OCO2	98.8	100.4	97.8	92.8	3.3	2.0	6.1	104.1
CCN(CC)C(=O)CSc1nnc(-c2ccc(S(=O)(=O)NCc3ccccc3Cl)cc2)o1	99.4	96.9	97.6	101.9	7.2	2.0	1.9	96.3
Cc1occc(=O)c1O	89.0	102.7	88.0	83.0	-5.8	0.0	-18.4	98.6

# Following part.
compound	AGP1 TOR yeast	LAP4 TOR yeast	MEP2-GFP yeast	CIT2-GFP yeast	VLA-4 inh	GRK2 aptamer HTS	GASC-1 inh	RPL19A TOR yeast
COc1cccc(NC(=O)COC(=O)CC2CC3CCC2C3)c1 (stereo not drawn)	102.0	98.8	93.2	102.9	13.2	1.0	6.6	96.0
Cn1cccc1/C=C1\Cc2ccccc2C1=O	89.4	93.5	97.3	94.1	0.7	0.0	-7.0	95.7
CC(C)(CSc1ccccn1)NS(=O)(=O)c1ccccc1	103.0	97.2	94.7	97.8	0.2	0.0	0.0	107.9
CCOC(=O)N1[C@@H]2C=C(C)[C@@H]2[C@@H]2[C@@H](C)C(=O)N21	104.6	110.6	111.5	105.9	-9.5	3.0	-4.2	105.3
Cc1ccc(S(=O)(=O)N(CCCO)CC(O)CON=C2c3ccccc3-c3ccccc32)cc1 (stereo not drawn)	92.4	92.6	91.2	101.1	-3.6	0.0	13.8	93.1
Cc1cc(OCc2ccc(C(=O)Nc3ccc(C(=O)O)cc3)o2)ccc1Cl	98.9	91.1	105.7	104.9	-4.5	3.0	7.5	104.5
